Compound activity (PubChem BioAssay)
TEAD-YAP block: TEAD-YAP interaction inhibition; HEK-TIYL cells, TEAD-Gal4/YAP UAS-luciferase luminescence; inhibition, % at 9.12 µM; 1.4% of 640,000 active; AID 1259422; in the data active = inhibition above about 32%;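 also: 0% = median of test compound wells and 100% = reference inhibitor wells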
GPR151 ag: activates the human receptor GPR151; PathHunter beta-arrestin GPR151 cells, luminescence; AID 1508602; activation, % at 11.2 µM; 1% of 650,000 active; in the data active = activation above about 4.9%;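 also: 0% = median of compound wells and 100% = cells with positive control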
Target sequence (Q8TDV0 whole entry, looked up): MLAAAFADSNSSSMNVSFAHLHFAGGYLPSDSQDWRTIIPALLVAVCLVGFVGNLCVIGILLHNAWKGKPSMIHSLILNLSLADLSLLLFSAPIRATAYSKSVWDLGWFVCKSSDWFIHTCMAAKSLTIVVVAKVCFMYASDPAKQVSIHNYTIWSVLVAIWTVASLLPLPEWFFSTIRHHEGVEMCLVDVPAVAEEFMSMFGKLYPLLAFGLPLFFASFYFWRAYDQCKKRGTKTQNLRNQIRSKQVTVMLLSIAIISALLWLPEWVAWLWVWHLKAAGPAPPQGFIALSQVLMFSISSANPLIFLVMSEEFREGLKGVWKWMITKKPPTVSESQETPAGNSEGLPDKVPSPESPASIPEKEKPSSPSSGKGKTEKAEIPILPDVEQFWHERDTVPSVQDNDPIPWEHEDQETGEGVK
MITF primary: blocks human microphthalmia-associated transcription factor; O75030; AlphaScreen MITF homodimerization, bead proximity signal; inhibition, % at 2.6 µM; 0.91% of 650,000 active; in the data active = inhibition above about 50%;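 also: 0% = vehicle wells with protein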
Target sequence (O75030 whole entry, looked up): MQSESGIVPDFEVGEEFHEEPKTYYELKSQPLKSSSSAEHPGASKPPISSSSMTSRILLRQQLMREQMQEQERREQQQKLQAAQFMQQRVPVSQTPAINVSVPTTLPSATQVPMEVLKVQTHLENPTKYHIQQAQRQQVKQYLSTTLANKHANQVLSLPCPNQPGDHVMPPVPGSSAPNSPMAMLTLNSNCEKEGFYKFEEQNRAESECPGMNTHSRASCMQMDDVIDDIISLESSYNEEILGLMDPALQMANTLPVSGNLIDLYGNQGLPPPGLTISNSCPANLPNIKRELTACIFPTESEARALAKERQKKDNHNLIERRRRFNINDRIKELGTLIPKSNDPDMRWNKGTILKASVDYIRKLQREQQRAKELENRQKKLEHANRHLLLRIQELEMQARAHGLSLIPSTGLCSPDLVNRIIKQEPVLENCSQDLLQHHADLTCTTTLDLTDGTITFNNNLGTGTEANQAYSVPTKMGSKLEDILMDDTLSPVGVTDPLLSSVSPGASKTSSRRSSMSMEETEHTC
FBW7 activator: activators of human E3 ligase FBW7. Q969H0. AlphaScreen FBW7–phospho-cyclin E peptide binding, activator screen. normalized activity (activation), % at 26.1 µM. 0.13% of 650,000 active. AID 1259310; in the data active = normalized activity above about 1.9%;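 also: purified mutant Fbw7 with reduced substrate affinity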
Starred values were filed as active, the others as inactive. Hits appear at their usual frequency. Share with any hit: about 3.4%.

1: O=c1c2ccccc2[nH]c(=S)n1CCN1CCOCC1
2: Cn1c(-c2ccc(Cl)cc2)nn(C2CC(=O)C3OCC2O3)c1=S (stereo not given)
3: Cc1cccc(C(=O)O)c1NC(=O)c1ccc2c(c1)C(=O)N(CC(C)C)C2=O
4: O=C(Cc1n[nH]c(=O)c2ccccc12)Nc1cccc(S(=O)(=O)NC2=NCCC2)c1
5: COc1ccccc1CNS(=O)(=O)c1ccc(F)c(C(=O)Nc2ccc(Cl)c(Cl)c2)c1
6: O=C(O)c1ccc(N2C(=O)/C(=C/c3ccc4c(c3)OCO4)SC2=S)cc1O
7: CC(C)OCCCNc1ccc(N2C(=O)CC(C)C2=O)cc1[N+](=O)[O-] (stereo not given)
8: COc1cccc(CC(C2CCN(Cc3cn(C)nc3C)CC2)N(C)Cc2cccnc2)c1 (stereo not given)

entry no. | 1 | 2 | 3 | 4 | 5 | 6 | 7 | 8
TEAD-YAP block | -7.4 | 5.2 | 6.0 | -7.1 | 4.1 | -6.5 | -1.2 | 4.9
GPR151 ag | -0.6 | -1.0 | 3.1 | -1.3 | 0.1 | -1.3 | 1.0 | -0.5
MITF primary | -7.2 | 26.1 | 16.8 | 1.5 | -14.3 | 5.7 | 13.9 | 8.5
FBW7 activator | -0.1 | 0.1 | 0.4 | 0.1 | -0.1 | -0.2 | 0.8 | 0.2

9: O=C(Cn1c2ccccc2c2cn[nH]c(=O)c21)NC1CCN(Cc2ccccc2)CC1
10: CS(=O)(=O)N1CCN(C(=O)C2CC(=O)c3ccccc32)CC1 (stereo not given)
11: OCC1CCN(C2CCCN(Cc3ccc(-n4cccn4)cc3)C2)CC1 (stereo not given)
12: Cc1sc(NC(=O)CN(C(=O)c2cccc(Cl)c2)C2CCCCC2)c(C(N)=O)c1C
13: Cc1ccc(-c2noc(CNC(=O)c3ccccc3F)n2)cc1
14: COCCn1c(C(CNc2cccc(C)c2)CC(=O)O)nc2ccccc21 (stereo not given)
15: O=C(CCN1CCCC1=O)NC1CCCc2c1cnn2-c1ccc(F)cc1F (stereo not given)
16: N#C/C(=C\c1cc2c(cc1[N+](=O)[O-])OCO2)C(=O)Nc1cccc(Cl)c1

entry no. | 9 | 10 | 11 | 12 | 13 | 14 | 15 | 16
TEAD-YAP block | -1.8 | 5.1 | -8.1 | 11.3 | 15.3 | -14.4 | -13.8 | -2.3
GPR151 ag | 1.0 | 0.9 | 0.0 | 0.4 | 1.5 | 1.1 | -0.7 | -1.4
MITF primary | 5.6 | -0.4 | -2.3 | 4.2 | -18.8 | -8.7 | 0.0 | -4.8
FBW7 activator | 0.1 | -0.1 | -0.2 | -0.1 | 0.1 | -0.1 | -0.1 | -0.1

17: COCCN(C(=S)Nc1cccc(SC)c1)C1CCN(C(C)C)CC1
18: CC(C)(C)C(=O)COC(=O)c1ccc(F)cc1Cl
19: CCOC(=O)c1nn(-c2cccc(C(F)(F)F)c2)cc1O
20: COc1cc(CC(=O)OCC(N)=O)cc(OC)c1OC
21: CC(=O)Nc1ccc(OC(F)(F)C(F)F)c(NC(C)=O)c1
22: O=C(NCCOc1ccccc1)c1cnc(Nc2ccc(C(F)(F)F)cc2)s1
23: O=C(Nc1ccccc1Br)c1ccncc1
24: Cc1onc(-c2ccccc2)c1C(=O)NCCN1CCOCC1

entry no. | 17 | 18 | 19 | 20 | 21 | 22 | 23 | 24
TEAD-YAP block | 4.6 | -2.0 | -46.4 | -6.0 | -8.6 | -0.8 | 1.7 | -1.2
GPR151 ag | 1.0 | 0.4 | 0.0 | -0.9 | -1.8 | 2.1 | 0.5 | -1.6
MITF primary | 15.5 | -1.4 | 21.5 | 1.5 | 21.3 | 10.8 | 7.1 | -3.8
FBW7 activator | -0.1 | -0.1 | 1.0 | -0.4 | 0.5 | 0.5 | 0.2 | -0.2

25: CCOC(=O)c1ccc(NC(=O)NC23CC4(C)CC(C)(CC(C)(C4)C2)C3)cc1
26: Cc1ccc(NCC(=O)N/N=C/c2cc([N+](=O)[O-])ccc2O)cc1
27: O=C(c1ccco1)N1N=C(c2cccs2)CC1c1ccccc1O (stereo not given)
28: COc1ccc(S(=O)(=O)N2CCc3ccccc32)cc1C(=O)OCC(=O)NC(C)(C)C
29: O=[N+]([O-])c1cc(S(=O)(=O)N2CCOCC2)ccc1N/N=C/c1cccc2ccccc12
30: COc1cc(/C=C\c2nc(O)c([N+](=O)[O-])c(=O)[nH]2)ccc1O
31: COc1ccc(-c2cncc(C(=O)NCc3nc4ccccc4[nH]3)c2)cc1
32: Cc1cc2ccccc2n2c(=O)n(CC(=O)NCc3ccco3)nc12

entry no. | 25 | 26 | 27 | 28 | 29 | 30 | 31 | 32
TEAD-YAP block | -5.3 | 10.7 | 3.4 | -6.7 | 9.3 | -5.4 | 0.0 | -7.5
GPR151 ag | -0.6 | -1.5 | 3.0 | -2.2 | -0.7 | -0.5 | 1.6 | -0.1
MITF primary | 6.9 | 31.9 | 10.4 | 2.1 | 14.5 | -2.3 | -6.2 | 4.6
FBW7 activator | 0.4 | 0.1 | 0.4 | 0.3 | 0.3 | 0.1 | -0.2 | 0.3

33: Cc1ccn2c(=O)c(NC(=O)c3cc4ccccc4oc3=O)c(C)nc2c1
34: Cc1cc(/C=C(/C#N)c2ccc(C(=O)O)cc2)c(C)n1-c1ccc(S(N)(=O)=O)cc1
35: CC(C)(C)C(=O)CSc1nc2cc(C(=O)N3CCc4ccccc4C3)ccc2c(=O)n1CCc1ccccc1
36: CC[C@H](C)[C@@H]1NC(=O)[C@@H]2C[C@H](NCc3cccc(F)c3)CN2C1=O
37: Cc1ccc(O)c(CNc2nc3ccccc3[nH]2)c1
38: Nc1ccc(C(=O)OCC(=O)Nc2ccccc2)cc1[N+](=O)[O-]
39: COCCn1c(-c2ccccc2)cc(=S)c2c1CCCC2
40: COc1cccc(NC(=O)Nc2nnc(Cc3ccc(Cl)cc3)s2)c1

entry no. | 33 | 34 | 35 | 36 | 37 | 38 | 39 | 40
TEAD-YAP block | 3.9 | -11.3 | -5.6 | 1.6 | -38.3 | 5.7 | -9.8 | 8.5
GPR151 ag | 0.6 | 0.2 | 1.2 | 1.5 | -0.7 | 0.5 | 3.3 | -0.7
MITF primary | 10.1 | -8.0 | -2.2 | -1.8 | 1.1 | 2.8 | 0.1 | 4.3
FBW7 activator | -0.1 | -0.1 | -0.1 | -0.1 | -0.1 | 0.1 | -0.1 | 0.6

41: O=C(CN1C(=O)c2ccccc2C1=O)Nc1ccncc1
42: O=C(c1cccc([N+](=O)[O-])c1)n1c(=O)oc2cc(Br)ccc21
43: CCOC(=O)c1c(NC(=O)c2ccc(S(=O)(=O)N(CC)CC)cc2)sc2c1CCN(C(=O)OCC)C2
44: C/C(=N\NC(=O)CNc1ccc2ccccc2c1)c1ccc(Cl)cc1
45: Cc1ccc2c(c1)C1CN(C)CCC1N2S(=O)(=O)c1c(C)[nH]c(=O)[nH]c1=O (stereo not given)
46: Nn1c(COc2cccc(Br)c2)nnc1SCC(=O)N1CCOCC1
47: CCSC1=NSC2=NC(=O)/C(=C\c3cccc([N+](=O)[O-])c3)C(=N)N12
48: CC(C)(C)NC(=O)/C(C#N)=C/c1ccccc1

entry no. | 41 | 42 | 43 | 44 | 45 | 46 | 47 | 48
TEAD-YAP block | 0.1 | -6.2 | 1.1 | 4.7 | -1.1 | -0.4 | -9.5 | 0.5
GPR151 ag | 0.5 | 1.9 | -1.2 | 0.0 | 0.4 | -1.2 | -0.1 | 0.1
MITF primary | -1.8 | -7.0 | -5.1 | 4.7 | -4.5 | -2.6 | 2.3 | 0.1
FBW7 activator | -0.5 | 0.1 | -0.1 | 0.0 | 0.0 | -0.2 | 0.1 | 0.4

49: O=C(CSc1nnc2sc3ccccc3n12)Nc1ccc2c(c1)OCO2
50: Cc1nonc1CN(C)Cc1c(C(=O)N(C)CCc2ccccc2)nc2sccn12
51: CC(=O)c1ccc(NC(=O)c2cccc(C)c2C)cc1
52: CC1CCC(NC(=O)CCN2C(=O)C3C4C=CC(C4)C3C2=O)CC1 (stereo not given)
53: CCOC(=O)C1CCCN(CC(=O)NC2CC2)C1 (stereo not given)
54: Cn1c(/C=C/c2ccc(Br)cc2)c([N+](=O)[O-])c(=O)n(C)c1=O
55: Cc1cc(I)ccc1NC(=O)CNC(=O)OCc1ccccc1
56: CCCc1nn(C(=O)c2ccc(Cl)cc2)cc1[N+](=O)[O-]

entry no. | 49 | 50 | 51 | 52 | 53 | 54 | 55 | 56
TEAD-YAP block | -7.6 | 5.2 | -64.9 | -10.5 | 1.5 | -2.4 | -3.4 | -5.1
GPR151 ag | 0.0 | 0.6 | -1.5 | -0.6 | -0.2 | -2.8 | -1.3 | -0.1
MITF primary | 43.2 | 2.2 | 5.0 | -4.3 | -2.5 | 20.6 | 7.7 | -5.9
FBW7 activator | 0.9 | 0.0 | -0.1 | -0.1 | -0.3 | 0.0 | 0.2 | 0.4

57: CCn1c(SCc2ccccc2)nc(O)cc1=O
58: CCSCCOC(=O)C1=C(C)NC(=O)NC1c1ccc(O)c(OC)c1 (stereo not given)
59: CC(C)n1cnc2c(Nc3ccccc3)nc(N3CCN(c4ccccn4)CC3)nc21
60: O=C(/C=C/c1ccco1)CC1(O)C(=O)Nc2ccc(Cl)cc21 (stereo not given)
61: COc1ccc(C2=NN(C(=O)CCC(=O)O)C(c3cccc(OC)c3OC)C2)cc1OC (stereo not given)
62: CN(C)c1ccc(CN(C(=O)c2ccccc2[N+](=O)[O-])C2CCS(=O)(=O)C2)cc1 (stereo not given)
63: Cc1cc(C)nc(-n2nc(C)c(C3(O)C(=O)Nc4ccccc43)c2N)n1 (stereo not given)
64: Cc1ccc(Nc2cnn(C34C[C@@H]5C[C@@H](CC(C(=O)O)(C5)C3)C4)c(=O)c2Cl)cc1F

entry no. | 57 | 58 | 59 | 60 | 61 | 62 | 63 | 64
TEAD-YAP block | -2.4 | -9.9 | -4.3 | 1.7 | -0.1 | -7.8 | 5.0 | 6.0
GPR151 ag | -0.7 | 2.7 | 2.0 | -0.5 | 0.2 | -1.2 | -1.0 | -0.4
MITF primary | 3.0 | 6.0 | 15.8 | 2.4 | 1.8 | 19.7 | -21.7 | 0.9
FBW7 activator | -0.2 | -0.2 | -0.1 | 0.0 | 0.0 | 0.3 | -0.2 | 0.6

65: O=C(N1CCCCC1)n1c(Cc2ccccc2)nc2ccccc21
66: N#Cc1c(N)nc2c(c1-c1cccs1)CCCC2
67: CCOC(=O)C1=C(C)N=c2s/c(=C\c3cc(I)c(OC)c(OC)c3)c(=O)n2C1c1ccccc1 (stereo not given)
68: O=C(Nc1nccs1)c1ccc(N2C(=O)c3ccc([N+](=O)[O-])cc3C2=O)cc1
69: C#CCN1C(=O)S/C(=C\c2ccc(OC(C)C(=O)O)c(OC)c2)C1=O (stereo not given)
70: CCOC(=O)c1sc2nc(SCC(=O)N(C)Cc3ccccc3)n(Cc3ccc4c(c3)OCO4)c(=O)c2c1C
71: CN(CCc1cnn(C)c1)c1nc2nonc2nc1N1CCOCC1
72: CCc1ccccc1Nc1ncnc2ccccc12

entry no. | 65 | 66 | 67 | 68 | 69 | 70 | 71 | 72
TEAD-YAP block | 0.1 | -10.8 | 4.1 | -19.6 | -4.1 | -0.3 | 5.7 | -5.4
GPR151 ag | 2.8 | 0.1 | -0.6 | -1.1 | -0.6 | 5.4* | 4.9 | 0.5
MITF primary | -2.6 | -12.2 | 0.8 | -12.8 | -11.4 | 18.0 | 3.5 | -9.0
FBW7 activator | 0.2 | 0.1 | -0.1 | -0.2 | 0.0 | -0.1 | 0.0 | -0.1

Record cards, from the list above. Order of screens: TEAD-YAP block, GPR151 ag, MITF primary, FBW7 activator
CCOC(=O)C1=C(C)N=c2s/c(=C\c3cc(I)c(OC)c(OC)c3)c(=O)n2C1c1ccccc1 (stereo not given) in the list: 4.1, -0.6, 0.8, -0.1
O=C(Nc1nccs1)c1ccc(N2C(=O)c3ccc([N+](=O)[O-])cc3C2=O)cc1 in the list: -19.6, -1.1, -12.8, -0.2

Further compounds follow:
73: CSc1ccccc1NC(=O)C1(c2cccs2)CCOCC1
74: O=C(Nc1ccccc1C(F)(F)F)c1cncc(Br)c1
75: CCN(CCCNC(=O)Cn1cnc2sc(C)c(S(=O)(=O)N3CCOCC3)c2c1=O)c1ccccc1
76: CCCn1nnnc1SCC(=O)N1CCOCC1
77: Cc1ccc(CN2CCN(C)C(CCO)C2)o1 (stereo not given)
78: COc1ccccc1N(CC(=O)NCCSCc1ccccc1)S(C)(=O)=O
79: Cc1ccc2nc(SCC(N)=O)oc2c1
80: CCOc1ccccc1N1CCN(C(=O)[C@H](C)NC(N)=O)CC1

entry no. | 73 | 74 | 75 | 76 | 77 | 78 | 79 | 80
TEAD-YAP block | 3.1 | -2.5 | -10.5 | 5.5 | -1.2 | -1.7 | 0.6 | -3.7
GPR151 ag | -0.6 | 1.4 | 0.3 | 1.6 | 1.1 | 0.3 | -1.0 | -0.3
MITF primary | 2.4 | 19.5 | 5.5 | 2.3 | -0.3 | -6.5 | -7.2 | -3.1
FBW7 activator | 0.1 | 0.2 | -0.1 | 0.1 | 0.0 | 0.0 | 0.7 | -0.1

Three entries from above, set out differently.
#76 CCCn1nnnc1SCC(=O)N1CCOCC1
  TEAD-YAP block: 5.5
  GPR151 ag: 1.6
  MITF primary: 2.3
  FBW7 activator: 0.1

#80 CCOc1ccccc1N1CCN(C(=O)[C@H](C)NC(N)=O)CC1
  TEAD-YAP block: -3.7
  GPR151 ag: -0.3
  MITF primary: -3.1
  FBW7 activator: -0.1

#73 CSc1ccccc1NC(=O)C1(c2cccs2)CCOCC1
  TEAD-YAP block: 3.1
  GPR151 ag: -0.6
  MITF primary: 2.4
  FBW7 activator: 0.1
